From PubChem BioAssay
HIV peptide binding: inhibitors of HIV fusion peptide binding, primary screen, biochemical, uHTS, fluorescence dequenching (AID 1986); one-dose inhibition, % at 20 µM; IC50 in µM for titrated hits; cell-free peptide binding, fluorescence dequenching, 30 min; higher % means a stronger effect; 290,000 tested, 0.3% active; in the data active means inhibition mostly above about 52%, no sharp cut-off; inactive means mostly below about 76%; further: some results filed as inactive read as strong as hits
NTR1 agonist: NTR1-driven beta-arrestin-GFP spot formation – imaging, U2OS cells, high content, primary screen (AID 493036); P30989; agonist mode; activation, % at 20 µM; 330,000 tested, 0.17% active;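 active means activation at or above 40% of the spot to cytoplasm intensity ratio, with at least 20 cells analyzed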;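 further: 0% = DMSO without peptide and 100% = 100 nM NTR1 peptide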
Target sequence (P30989 whole entry, looked up): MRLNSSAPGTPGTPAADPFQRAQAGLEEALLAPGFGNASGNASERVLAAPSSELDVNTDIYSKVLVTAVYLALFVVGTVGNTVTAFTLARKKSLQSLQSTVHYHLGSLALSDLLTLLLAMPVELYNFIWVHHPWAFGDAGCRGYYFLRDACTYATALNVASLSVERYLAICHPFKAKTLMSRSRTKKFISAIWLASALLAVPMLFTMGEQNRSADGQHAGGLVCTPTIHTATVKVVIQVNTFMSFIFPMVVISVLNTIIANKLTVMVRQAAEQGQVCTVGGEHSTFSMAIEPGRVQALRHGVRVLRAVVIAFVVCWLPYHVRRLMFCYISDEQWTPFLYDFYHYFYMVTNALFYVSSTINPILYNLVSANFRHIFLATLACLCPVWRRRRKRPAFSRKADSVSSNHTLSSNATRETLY
NS5 inhibitors: Dengue-2 NS5 methyltransferase inhibitors, primary screen, biochemical, confirmation dose response (AID 588689); Dengue-2 NS5 methyltransferase capping enzyme assay, biochemical; higher % means a stronger effect; one-dose inhibition, % at 25 µM; IC50 in µM for titrated hits; 340,000 tested, 0.3% active; in the data active means a potency from the dose series
GPR55 activation: GPR55 agonists via beta-arrestin recruitment, primary screen, imaging, U2OS cells, beta-arrestin-GFP redistribution (AID 1961). U2OS GPR55 beta-arrestin-GFP redistribution imaging; higher % means a stronger effect. activation, % at 10 µM; hits with a dose series show EC50 in µM. 290,000 tested, 0.048% active;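 active means activation above 40% with more than 50 cells counted in the well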;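 further: U2OS osteosarcoma cells stably expressing GPR55 and beta-arrestin-GFP; plate controls were DMSO negative control for no effect and LPI positive control for full effect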
UTI89 phage lysis: inhibition of K1F phage lysis, E. coli UTI89, bacterial capsule biogenesis inhibitors, alamar blue (AID 488966); inhibition, % at 100 µM, or IC50 in µM where a hit was titrated; 340,000 tested, 0.02% active; E. coli UTI89 K1F phage lysis, alamar blue, 2 h; higher % means a stronger effect;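 active means phage lysis inhibition, versus mean bacterial control, above a set limit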;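 further: capsule biogenesis inhibitors block K1F phage lysis so surviving cells raise fluorescence; higher fluorescence means more inhibition of phage lysis; actives were called in the ten point dose series up to 300 µM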
AID2073: inhibitors of Mint1-CaV2.2 protein interaction, biochemical, HTRF (AID 2073) | inhibition, % at 20 µM; hits with a dose series show IC50 in µM | 290,000 tested, 0.19% active | HTRF protein-protein interaction, Mint1-CaV2.2; higher % means a stronger effect; in the data active means inhibition mostly above about 51%, no sharp cut-off; further: some results filed as inactive read as strong as hits
GPR55 antagonists: GPR55 antagonists blocking LPI-driven arrestin recruitment, primary screen, imaging, U2OS, beta-arrestin-GFP, LPI agonist (AID 2013) | one-dose inhibition, % at 10 µM; IC50 in µM for titrated hits | U2OS GPR55 beta-arrestin-GFP translocation imaging, LPI antagonism; higher % means a stronger effect | 290,000 tested, 0.13% active;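 active means spots per cell inhibited over 60%, with over 100 cells counted and total cytoplasm intensity under 500,000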;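 further: U2OS cells stably carrying GPR55 and arrestin-GFP stimulated by 5 µM LPI near EC80; imaged beta-arrestin-GFP aggregate spots per cell after agonist stimulation; plate controls were LPI-stimulated DMSO wells for no effect and DMSO wells without LPI for full effect; some results filed as inactive read as strong as hits; confirmed hits need IC50 under 10 µM and bright autofluorescent wells are also inconclusive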
GPR35 arrestin U2OS: inhibition of zaprinast-stimulated GPR35 beta-arrestin translocation – imaging, U2OS, beta-arrestin-GFP, zaprinast agonist, primary screen (AID 2058); U2OS GPR35 beta-arrestin-GFP translocation imaging, zaprinast antagonism; higher % means a stronger effect; inhibition, % at 10 µM; hits with a dose series show IC50 in µM; 290,000 tested, 0.052% active;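 active means inhibition of at least 50% with at least 30 cells and total cytoplasm GFP at most 10,000,000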
SIAH1 antagonists: Siah-1 peptide-binding antagonists, primary screen, biochemical, fluorescence polarization, rhodamine-plectin, uHTS (AID 1817) | one-dose displacement, % at 20 µM; IC50 in µM for titrated hits | 290,000 tested, 0.02% active | Siah-1 / rhodamine-plectin peptide fluorescence polarization; higher % means a stronger effect;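 active means displacement of at least 50% at 20 µM, with a fluorescence ratio check between 0.3 and a set limit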;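 further: plate controls were Siah plus tracer with DMSO for no effect and tracer alone without Siah for full effect; strong numbers were not always called active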
NTR1 agonist cell count 20 µM: further read-out of NTR1 agonist, marked with its call; cell count; measured here: cell count, cytotoxicity flag
NS5 inhibitors pilot replicate: second read-out of NS5 inhibitors, no call of its own (marks repeat the call); inhibition, %; measured here: pilot screen replicate inhibition
Starred values were filed as active, the others as inactive; [ ] = remark or other dose.

Results for COc1ccc(CN(C(=O)c2ccc(CN3CCOCC3)o2)C(C(=O)NCC2CCCO2)c2ccc(F)cc2)cc1 (stereo unspecified) ?
HIV peptide binding: 1.0%; NTR1 agonist: 2.2; NS5 inhibitors: -3%; GPR55 activation: 0.2%; UTI89 phage lysis: 0.6%; AID2073: 1%; GPR55 antagonists: 2%; GPR35 arrestin U2OS: -14%; SIAH1 antagonists: -3%; NTR1 agonist cell count 20 µM: 43

Results for CCn1c2ccccc2c(=O)c2ccccc21 ?
HIV peptide binding: -0.7%; NTR1 agonist: -1.0; NS5 inhibitors: -7%; GPR55 activation: -0.1%; UTI89 phage lysis: -0.2%; AID2073: 11%; GPR55 antagonists: -4%; GPR35 arrestin U2OS: 2%; SIAH1 antagonists: -1%; NTR1 agonist cell count 20 µM: 48

What do the screens show for `COc1ccc(CN2CCCCC2c2cccnc2)c(OC)c1C` (stereo unspecified)?
HIV peptide binding: -2.2%; NTR1 agonist: 0.0; NS5 inhibitors: 3%; GPR55 activation: -0.2%; UTI89 phage lysis: 5.9%; AID2073: -3%; GPR55 antagonists: 18%; GPR35 arrestin U2OS: 1%; SIAH1 antagonists: 4%; NTR1 agonist cell count 20 µM: 55

How did CCN(CC)c1ccc(CNc2nc3ccccc3n2C)cc1 do in these assays?
HIV peptide binding: 0.9%; NTR1 agonist: 0.6; NS5 inhibitors: -5%; GPR55 activation: -0.1%; UTI89 phage lysis: 0.0%; AID2073: 0%; GPR55 antagonists: 3%; GPR35 arrestin U2OS: -11%; SIAH1 antagonists: -4%; NTR1 agonist cell count 20 µM: 62

How did CC1CCc2nn(CC(=O)NC3CCCC3)cc2C1 (stereo unspecified) do in these assays?
HIV peptide binding: -0.4%; NTR1 agonist: -0.6; NS5 inhibitors: -6%; GPR55 activation: -0.1%; UTI89 phage lysis: 2.4%; AID2073: 9%; GPR55 antagonists: -2%; GPR35 arrestin U2OS: -7%; SIAH1 antagonists: -4%; NTR1 agonist cell count 20 µM: 61

How did COc1ccc(NC(=S)N2CCCC(CO)C2)c(OC)c1 (stereo unspecified) do in these assays?
HIV peptide binding: 1.2%; NTR1 agonist: 1.5; NS5 inhibitors: 0%; GPR55 activation: -0.1%; UTI89 phage lysis: -0.1%; AID2073: -27%; GPR55 antagonists: -6%; GPR35 arrestin U2OS: 18%; SIAH1 antagonists: -2%; NTR1 agonist cell count 20 µM: 78

What do the screens show for `O=C(Nc1ccc(N2CCN(C(=O)c3ccc(Cl)cc3)CC2)cc1)c1ccc([N+](=O)[O-])o1`?
HIV peptide binding: -2.4%; NS5 inhibitors: -5%; GPR55 activation: 0.2%; UTI89 phage lysis: -0.7%; AID2073: 4%; GPR55 antagonists: -12%; GPR35 arrestin U2OS: -12%; SIAH1 antagonists: 0%

What do the screens show for `CCOc1cc(/C=N\NC(=O)Cc2ccccc2)ccc1OCC(=O)Nc1ccc(C)c(C)c1`?
HIV peptide binding: -0.2%; NTR1 agonist: 12; NS5 inhibitors: -5%; GPR55 activation: 0.3%; UTI89 phage lysis: 0.3%; AID2073: 4%; GPR55 antagonists: 13%; GPR35 arrestin U2OS: -10%; SIAH1 antagonists: -1%; NTR1 agonist cell count 20 µM: 56

How did O=C(NCC1CCCO1)C(c1ccc(F)cc1)N(C(=O)Cn1nnc(-c2ccc(F)cc2)n1)c1cccc(O)c1 (stereo unspecified) do in these assays?
HIV peptide binding: 0.5%; NTR1 agonist: 2.3; NS5 inhibitors: -3%; GPR55 activation: -0.2%; UTI89 phage lysis: -0.1%; AID2073: -7%; GPR55 antagonists: -15%; GPR35 arrestin U2OS: -2%; SIAH1 antagonists: -3%; NTR1 agonist cell count 20 µM: 61

How did CCOc1ccc(N(CC(=O)Nc2ccccc2OCC)S(=O)(=O)c2c(C)noc2C)cc1 do in these assays?
HIV peptide binding: 0.3%; NTR1 agonist: 1.7; NS5 inhibitors: 0%; GPR55 activation: -0.1%; UTI89 phage lysis: 0.1%; AID2073: -2%; GPR55 antagonists: -8%; GPR35 arrestin U2OS: -8%; SIAH1 antagonists: 10%; NTR1 agonist cell count 20 µM: 70

What do the screens show for `CC(C)N1CCC(N2CCN(C/C=C/c3ccccc3)CC2CCO)CC1` (stereo unspecified)?
HIV peptide binding: -0.2%; NTR1 agonist: -0.8; NS5 inhibitors: -6%; GPR55 activation: -0.2%; UTI89 phage lysis: 1.4%; AID2073: -15%; GPR55 antagonists: 9%; GPR35 arrestin U2OS: 12%; SIAH1 antagonists: -2%; NTR1 agonist cell count 20 µM: 42

What do the screens show for `CCC(=O)c1ccc(OCC(O)CN2CCCCC2)cc1` (stereo unspecified)?
HIV peptide binding: -2.0%; NTR1 agonist: 3.0; NS5 inhibitors: -5%; GPR55 activation: -0.2%; UTI89 phage lysis: -1.5%; AID2073: -6%; GPR55 antagonists: 0%; GPR35 arrestin U2OS: 19%; SIAH1 antagonists: -5%; NTR1 agonist cell count 20 µM: 76

Results for O=C(Nc1ccc(S(=O)(=O)Nc2ncccn2)cc1)c1nn(Cc2ccccc2)c(=O)c2ccccc12 ?
HIV peptide binding: 13%; NTR1 agonist: 0.6; NS5 inhibitors: 4%; GPR55 activation: 0.0%; UTI89 phage lysis: -0.6%; AID2073: 24%; GPR55 antagonists: -3%; GPR35 arrestin U2OS: -1%; SIAH1 antagonists: 0%; NTR1 agonist cell count 20 µM: 66

How did COc1cccc(N2CCN(c3ccc4nnc(CCC(=O)Nc5ccc(OC)c(OC)c5)n4n3)CC2)c1 do in these assays?
HIV peptide binding: -2.3%; NTR1 agonist: 0.6; NS5 inhibitors: -8%; GPR55 activation: -0.1%; UTI89 phage lysis: 0.0%; AID2073: 6%; GPR55 antagonists: 3%; GPR35 arrestin U2OS: -1%; SIAH1 antagonists: -2%; NTR1 agonist cell count 20 µM: 65

Results for COC(=O)c1ccc(C(=O)OC)c(NC(=S)N2CCN(c3ccccc3F)CC2)c1 ?
HIV peptide binding: -1.2%; NTR1 agonist: 1.9; NS5 inhibitors: 0%; GPR55 activation: -0.2%; UTI89 phage lysis: 1.2%[50 µM]; AID2073: -13%; GPR55 antagonists: 8%; GPR35 arrestin U2OS: 15%; SIAH1 antagonists: 21%; NTR1 agonist cell count 20 µM: 38

Results for CCOC(=O)C1(C(=O)OCC)C(c2ccccc2)CC(O)N1C(C)=O (stereo unspecified) ?
HIV peptide binding: 0.2%; NTR1 agonist: -1.8; NS5 inhibitors: 1%; GPR55 activation: -0.5%; UTI89 phage lysis: 2.0%; AID2073: -1%; GPR55 antagonists: 18%; GPR35 arrestin U2OS: 10%; SIAH1 antagonists: 0%; NTR1 agonist cell count 20 µM: 80

How did Cc1cccc(C(=O)Nc2ccc(Oc3cnccn3)cc2)c1 do in these assays?
HIV peptide binding: -0.6%; NTR1 agonist: -1.0; NS5 inhibitors: -1%; GPR55 activation: 0.0%; UTI89 phage lysis: -0.1%; AID2073: 24%; GPR55 antagonists: -2%; GPR35 arrestin U2OS: 14%; SIAH1 antagonists: -2%; NTR1 agonist cell count 20 µM: 94

Results for COc1ccc(NC(=O)CCNC(=O)C2CCN(S(=O)(=O)c3ccc(F)cc3)CC2)cc1OC ?
HIV peptide binding: -0.4%; NTR1 agonist: 1.5; NS5 inhibitors: -1%; GPR55 activation: -0.2%; UTI89 phage lysis: -0.2%; AID2073: 0%; GPR55 antagonists: -2%; GPR35 arrestin U2OS: -7%; SIAH1 antagonists: -2%; NTR1 agonist cell count 20 µM: 63

Results for Cc1ccc(NC(=S)NCc2ccccc2)cc1[N+](=O)[O-] ?
HIV peptide binding: 1.8%; NTR1 agonist: 0.7; NS5 inhibitors: -6%; GPR55 activation: 0.1%; UTI89 phage lysis: 8.8%; AID2073: -2%; GPR55 antagonists: 9%; GPR35 arrestin U2OS: -2%; SIAH1 antagonists: 7%; NTR1 agonist cell count 20 µM: 33

What do the screens show for `CCOc1cc(CNCCCN2CCOCC2)cc(Br)c1OCC(=O)Nc1cccc(C(F)(F)F)c1`?
HIV peptide binding: -4.2%; NTR1 agonist: 7.7; NS5 inhibitors: -3%; GPR55 activation: -0.2%; UTI89 phage lysis: 3.8%; AID2073: 4%; GPR55 antagonists: 23%; GPR35 arrestin U2OS: 15%; SIAH1 antagonists: 1%; NTR1 agonist cell count 20 µM: 27

Continued, overlapping the part above by 2 compounds.
Results for Cc1ccc(NC(=S)NCc2ccccc2)cc1[N+](=O)[O-] ?
HIV peptide binding: 1.8%; NTR1 agonist: 0.7; NS5 inhibitors: -6%; GPR55 activation: 0.1%; UTI89 phage lysis: 8.8%; AID2073: -2%; GPR55 antagonists: 9%; GPR35 arrestin U2OS: -2%; SIAH1 antagonists: 7%; NTR1 agonist cell count 20 µM: 33

What do the screens show for `CCOc1cc(CNCCCN2CCOCC2)cc(Br)c1OCC(=O)Nc1cccc(C(F)(F)F)c1`?
HIV peptide binding: -4.2%; NTR1 agonist: 7.7; NS5 inhibitors: -3%; GPR55 activation: -0.2%; UTI89 phage lysis: 3.8%; AID2073: 4%; GPR55 antagonists: 23%; GPR35 arrestin U2OS: 15%; SIAH1 antagonists: 1%; NTR1 agonist cell count 20 µM: 27

How did Cc1nc2sc(C(c3ccc(F)cc3)N3CCN(C(=O)c4ccco4)CC3)c(O)n2n1 (stereo unspecified) do in these assays?
HIV peptide binding: -0.6%; NTR1 agonist: 3.8; NS5 inhibitors: -1%; GPR55 activation: -0.5%; UTI89 phage lysis: 5.4%; AID2073: -8%; GPR55 antagonists: -7%; GPR35 arrestin U2OS: -8%; SIAH1 antagonists: -2%; NTR1 agonist cell count 20 µM: 50

Results for Cc1occc1C(=O)NNC(=O)Nc1ccc(F)cc1F ?
HIV peptide binding: 3.8%; NTR1 agonist: 0.4; NS5 inhibitors: 1%; GPR55 activation: 0.4%; UTI89 phage lysis: 0.0%; AID2073: 30%; GPR55 antagonists: 12%; GPR35 arrestin U2OS: 8%; SIAH1 antagonists: 1%; NTR1 agonist cell count 20 µM: 80

How did CCCCC(=O)Nc1ccc(C(=O)Nc2cccnc2)cc1 do in these assays?
HIV peptide binding: -2.0%; NTR1 agonist: 1.2; NS5 inhibitors: -3%; GPR55 activation: -0.1%; UTI89 phage lysis: -0.1%; AID2073: -4%; GPR55 antagonists: 6%; GPR35 arrestin U2OS: 22%; SIAH1 antagonists: 0%; NTR1 agonist cell count 20 µM: 56; NS5 inhibitors pilot replicate: -5.9

Results for COC(=O)c1ccc(NC(=O)C2CCN(C(=O)c3cc(OC)c(OC)c(OC)c3)CC2)cc1 ?
HIV peptide binding: -3.3%; NTR1 agonist: 0.9; NS5 inhibitors: 24%; GPR55 activation: -0.1%; UTI89 phage lysis: -0.5%; AID2073: -6%; GPR55 antagonists: 0%; GPR35 arrestin U2OS: 0%; SIAH1 antagonists: 1%; NTR1 agonist cell count 20 µM: 95
